TexasRed autofl: compound fluoresces in the Texas Red spectral region; AID 587; 59,000 tested, 0.06% active; max dye-equivalent concentration, M; Compound fluorescence, Texas Red channel, 547/618 nm; hits give high values; in the data active = max dye-equivalent concentration above about 10 nM; inconclusive = between about 1.1 nM and that limit
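qHTS profiling of intrinsic compound fluorescence; 100 mM Tris pH 8.0; 15 min RT; ex 547 / em 618 nm; response expressed as Texas Red dye-equivalent concentration from six-point plate standard.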
BRCT inh green: BRCA1 BRCT-phosphoprotein interaction inhibition | Potency, µM (doses to about 76.9 µM), for the others: top-dose activity change, negative = inhibition, most hits filed as inhibitors | BRCA1 BRCT-phosphopeptide binding, green fluorescence polarization | 75,000 tested, 0.05% active | P38398 | AID 875;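 note: potency is the fitted concentration of half-maximal effect; plate controls were peptide without protein for full effect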
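Compounds were incubated for 12 min at room temperature with a complex of 100 nM fluorescein-tagged pBACH1 decapeptide and 250 nM His-tagged BRCT protein. Buffer was phosphate pH 7.3 with EDTA, DTT and Tween 20. Disruption of binding lowers the polarization signal.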
A350 autofl: A350 region autofluorescence. max dye-equivalent concentration, M. AID 590. 59,000 tested, 11% active. Compound autofluorescence, 340/450 nm, Alexa 350 dye-equivalents; hits give high values; in the data active = max dye-equivalent concentration above about 10 nM; inconclusive = mostly about 1.1 nM to 9.6 nM
Caspase-1 inhib: blocks human caspase-1 allosterically or competitively. P29466. Caspase-1 enzyme, Ac-WEHD-AFC fluorogenic rate. Potency, µM (top dose mostly 57.5 µM), inactives show top-dose activity change, negative = inhibition, hits mostly inhibitors. 75,000 tested, 0.03% active;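 note: potency is the fitted concentration of half-maximal effect; plate controls were vehicle for no effect and no substrate for full effect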
Target sequence (P29466 120-297 limits assumed): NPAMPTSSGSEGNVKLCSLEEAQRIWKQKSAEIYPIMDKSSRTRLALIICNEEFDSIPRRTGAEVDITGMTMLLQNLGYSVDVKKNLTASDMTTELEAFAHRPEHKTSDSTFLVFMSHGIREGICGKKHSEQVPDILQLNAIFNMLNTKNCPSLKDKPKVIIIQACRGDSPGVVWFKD
Target sequence (P29466 317-404 limits assumed): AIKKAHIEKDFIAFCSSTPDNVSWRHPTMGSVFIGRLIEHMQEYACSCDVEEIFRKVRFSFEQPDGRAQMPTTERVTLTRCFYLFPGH
Rhodamine autofl: rhodamine region autofluorescence; Rhodamine-region fluorescence, 547/598 nm, Tris buffer; hits give high values; max dye-equivalent concentration, M; 59,000 tested, 0.05% active; AID 594; in the data active = max dye-equivalent concentration above about 11 nM; inconclusive = between about 1.1 nM and that limit
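Intrinsic compound fluorescence, ex 547 / em 598 nm, CCD imager. Tris 100 mM pH 8.0; 15 min RT. Output = rhodamine dye-equivalent concentration at each compound concentration.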
Casp7 inh: blocks human caspase-7 allosterically or competitively. P55210. recombinant caspase-7, Ac-DEVD-AFC fluorescence rate. Potency, µM (titrated, usually from 57.5 µM), without a hit: top-dose activity change, negative = inhibition, actives largely listed as inhibitors. 75,000 tested, 0.02% active. AID 889; active = well fitted inhibition curve with a large enough effect in the main read-out, with a control signal flat, not every such curve was filed as active; inconclusive = small, poorly fitted or top-dose-only effect, or a change in a side signal; note: potency is the fitted concentration of half-maximal effect; % of control where 0% means no effect
Target sequence (P55210 24-198 limits assumed): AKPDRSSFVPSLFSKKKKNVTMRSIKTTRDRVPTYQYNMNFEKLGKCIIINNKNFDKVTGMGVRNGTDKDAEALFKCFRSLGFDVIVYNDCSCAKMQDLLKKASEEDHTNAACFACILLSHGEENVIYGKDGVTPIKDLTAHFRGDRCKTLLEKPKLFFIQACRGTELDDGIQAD
Target sequence (P55210 207-303 limits assumed): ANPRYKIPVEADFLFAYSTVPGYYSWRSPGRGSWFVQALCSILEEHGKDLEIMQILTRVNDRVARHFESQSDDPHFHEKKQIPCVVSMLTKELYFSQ
USP2a inhib: blocks human ubiquitin-specific protease USP2a. O75604. USP2a enzymatic assay, qHTS inhibition. Potency, µM (highest dose often 38.3 µM), for the others: at the highest dose activity change, negative = inhibition, usual class: inhibitors. 60,000 tested, 0.1% active;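 note: potency is the fitted concentration of half-maximal effect; nearly all actives have a fitted effect of over 60% in size; plate controls were DMSO for no effect and NEM full inhibition control for full effect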
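Coupled readout: USP2-cleaved Ub-PLA2 (20nM final) turns over NBD C6-HPC (20uM final), Ex 460nm/Em 535nm after 2.5 h, time-zero read flagging artifacts. Enzyme (20nM final, pH 8.0 Tris) given 30 min RT with compound first; NEM defines full inhibition.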
Fluorescein autfl: compound fluoresces in the fluorescein spectral region | 59,000 tested, 0.91% active | Compound autofluorescence, 480/540 nm, fluorescein-equivalent; hits give high values | max fluorescein-equivalent concentration, M; in the data active = max fluorescein-equivalent concentration above about 10 nM; inconclusive = between about 1.1 nM and that limit
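Normalized response (dye-equivalent concentration) derives from comparing each well's 540 nm emission, under 480 nm excitation, with plate-resident fluorescein standards. Compounds were held in 100 mM Tris, pH 8.0, for 15 min at room temperature.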
HEK293 cAMP ctrl: raises cAMP in parental HEK293 cells, TSHR agonist counter-screen; Potency, µM (series often up to 57.1 µM), without a hit: top-dose activation, hits mostly activators; parental HEK293 CNG cAMP sensor, membrane potential fluorescence; 73,000 tested, 2.5% active; note: potency is the fitted concentration of half-maximal effect; % of control where 0% means no effect; nearly all actives have a fitted effect of over 55% in size
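Parental HEK 293 cells stably expressing a cAMP-gated CNG channel were loaded with membrane potential dye containing 100 uM RO 20-1724 for 60 min. Compound added for 30 min; depolarization read as fluorescence intensity at 590 nm.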
4-MU autofl: compounds fluorescent in 4-MU spectral region | max dye-equivalent concentration, M | compound autofluorescence, 340/450 nm, 4-MU equivalents; hits give high values | 59,000 tested, 11% active; in the data active = max dye-equivalent concentration above about 10 nM; inconclusive = mostly about 1.1 nM to 9.6 nM
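Intrinsic fluorescence at 340/450 nm (ex/em) was read after 15 min at room temperature in pH 8.0, 100 mM Tris. Each compound concentration expressed as 4-MU-equivalent concentration from a six-point 4-MU standard series on each plate.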
BRCT PPI red: BRCT-phosphoprotein interaction inhibition (red fluorophore) | 75,000 tested, 0.03% active | Potency, µM (titrated, usually from 76.9 µM), without a hit: at the top dose activity change, negative = inhibition, hits mostly inhibitors | BRCT-phosphopeptide binding, red fluorescence polarization | P38398; note: % is set by controls: 0 for no effect and ±100 for the full control effect
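Fluorescence polarization: 100 nM His-tagged BRCA1 BRCT with 100 nM TAMRA-labelled phospho-BACH1 decapeptide, phosphate buffer pH 7.3 with 150 mM NaCl, DTT, 0.01% Tween 20; 12 min RT. Binding inhibition seen as FP decrease.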
* marks the source's active call; other numbers are inactive results; i = inactive; ? = inconclusive; / = no result given; [ ] = dose if it differs, or a comment. Unless noted, calls come from the whole dose curve; as a rule, active = well fitted curve in the direction sought with a large enough effect; inconclusive = small, poorly fitted or top-dose-only effect, or another doubt; inactive = no such curve, though single readings can be large; an effect the other way counts as inactive or inconclusive.

nr	SMILES	TexasRed autofl	BRCT inh green	A350 autofl	Caspase-1 inhib	Rhodamine autofl	Casp7 inh	USP2a inhib	Fluorescein autfl	HEK293 cAMP ctrl	4-MU autofl	BRCT PPI red
1	CCOC(=O)c1c(NC(=O)c2cccs2)sc2c1CC(C)(C)OC2	i	-1.1%	3e-08M*	?	i	-27%	-2%	?	?	3.4e-08M*	-1.8%
2	O=C(Nc1nccs1)NC(C(F)(F)F)C(F)(F)F	i	/	i	/	i	/	/	i	/	i	/
3	CC(C)n1c(-c2cccnc2)nc2cnccc21	i	-1.6%	?	-1%	i	1%	2%	i	-12%	?	-0.1%
4	COC(=O)c1ccc(C(NC(=O)OCc2ccccc2)/C(=C/[C@@H](C)C(=O)NCc2nc3ccccc3s2)c2cccnc2)cc1 (stereo partly specified)	/	0.2%	/	-1%	/	-4%	/	/	14%	/	-1.4%
5	O=C(Nc1nccs1)c1ccc(COc2ccc(Cl)cc2)o1	i	-1.1%	?	-6%	i	-5%	23%	i	?	?	-0.6%
6	Cc1ccc2c(c1)c1nc3ccccc3nc1n2CCN1CCOCC1	i	-0.2%	i	-1%	i	0%	7%	i	12%	i	-2.1%
7	COc1c(O)ccc2c1CN1CCc3cc4c(cc3[C@@H]1C2)OCO4	i	0.1%[15.4 µM]	?	-4%[11.5 µM]	i	-7%[11.5 µM]	/	?	3%[11.4 µM]	?	-0.5%[15.4 µM]
8	O=C(CCCn1c(=O)c2sccc2n(Cc2cc(=O)n3ccccc3n2)c1=O)NCc1ccco1	/	-1.5%	/	0%	/	3%	/	/	6%	/	1.0%
9	CC(=O)Nc1cc(C(F)(F)F)ccc1N1CCOCC1	i	-1.3%	i	1%	i	1%	4%	i	12%	i	1.1%
10	COc1ccccc1NC(=O)c1oc2ccccc2c1NC(=O)c1cc(OC)c(OC)c(OC)c1	i	-3.4%	1.1e-07M*	-2%	i	-3%	3%	i	9%	1.1e-07M*	-1.2%
11	CC(C)Sc1nc2c(c(=O)[nH]c(=O)n2C)n1C	?	-1.4%	i	2%	i	1%	3%	i	-1%	i	1.2%
12	COc1cccc(-n2nnc3c(=O)n(CC(=O)N4CCCCC4)cnc32)c1	i	-0.1%	i	3%	i	2%	3%	i	26%	i	-1.3%
13	Cc1oc(-c2cccc(Cl)c2)nc1CN1CCCC(C(=O)NCc2ccco2)C1 (stereo unspecified)	i	0.6%	i	0%	i	0%	27%	i	17%	i	-0.7%
14	O=C(OCCNc1ncc(C(F)(F)F)cc1Cl)c1ccc(S(=O)(=O)N2CCOCC2)cc1	i	-2.7%	i	0%	i	-1%	5%	i	13%	i	0.1%
15	Cn1c(=O)c2c(nc(CN3CCN(c4ccccc4)CC3)n2CCc2ccccc2)n(C)c1=O	i	-0.3%	i	-2%	i	0%	21%	?	?	i	-0.8%
16	O=S(=O)(N1CCOCC1)N1CCN(c2ccccc2F)CC1	i	-2.2%	i	3%	i	0%	-7%	?	11%	i	-0.2%
17	COc1c(Cl)cc(Cl)cc1C(=O)Nc1ccccc1N1CCN(C(C)=O)CC1	i	-1.8%	i	0%	i	1%	14%	?	15%	i	0.1%
18	COCC(=O)Nc1sc2c(c1C(=O)OC)CCCC2	?	0.3%	i	0%	i	-1%	11%	?	9%	i	-2.3%
19	CCOC(=O)c1ccc(COC(=O)CNC(=O)CNC(=O)c2ccc(OC)cc2)o1	i	-1.9%	i	-2%	i	3%	2%	i	1%	i	0.6%
20	COc1cccc(CN(C)C(=O)c2ccc(S(=O)(=O)N3CCCC3)cc2)c1OC	i	-2.3%	i	1%	i	1%	8%	i	10%	i	0.3%
21	O=C(Nc1ccc(-c2nnc(-c3ccccc3)o2)cc1)c1ccc(Br)o1	i	1.2%	6.8e-08M*	-2%	i	-3%	44%[activator]	i	?	3.7e-08M*	-1.4%
22	O=S(=O)(Nc1ccccc1F)c1ccc2nsnc2c1	/	-3.6%	/	0%	/	-1%	-10%	/	?	/	-4.2%
23	Cc1ccc(-c2nnc(SCC(=O)N3CCCC3)o2)cc1	i	0.6%	i	-4%	i	-2%	0%	i	8%	i	0.1%
24	Cc1c(N(C)CS(=O)(=O)O)c(=O)n(-c2ccccc2)n1C	i	1.6%[3.08 µM]	i	0%	i	-1%	-6%	?	0%[25.6 µM]	i	1.9%
25	O=C(c1ccccc1)c1ccc2nc(N3CCN(C(=O)c4ccco4)CC3)c3nncn3c2c1	/	4.8%	/	-6%	/	-14%	/	/	1%	/	0.0%
26	COc1ccc2cc(CCNC(=O)c3c(-c4ccccc4Cl)noc3C)c(=O)[nH]c2c1	/	2.8%	/	3%	/	-1%	/	/	12%	/	-0.6%
27	COc1cccc(OCCCCN2CCCCC2)c1	?	-1.6%	i	3%	i	0%	-2%	?	0%	i	1.9%
28	COC(=O)C(N)CS (stereo unspecified)	/	1.0%[3.08 µM]	/	-2%	/	0%	2%	/	/	/	-0.5%
29	O=S(=O)(c1ccccc1)c1cccc(S(=O)(=O)N2CCCCC2)c1	i	-0.7%	i	-2%	i	0%	3%	i	?	i	-2.3%
30	Cc1cc(=O)oc(C)c1C(=O)OCC(=O)c1ccccc1	/	-1.0%	/	-2%	/	1%	3%[7.66 µM]	/	10%[11.4 µM]	/	0.0%
31	Cc1ccccc1Br	/	-1.0%	/	0%	/	1%	/	/	-8%	/	-0.8%
32	CCCCC(=O)N(c1ccc(OCC)cc1)C1C=CS(=O)(=O)C1 (stereo unspecified)	i	-1.0%	i	2%	i	1%	-2%	i	2%	i	-1.0%
33	Clc1ccc(-c2nnc(-c3ccccc3)o2)c(Cl)c1	i	-1.7%	i	0%	i	-5%	-6%	i	32µM*	i	1.0%
34	FC(F)(F)c1cc(-c2ccccc2)nc(N2CCCCCC2)n1	i	-0.7%	2.7e-08M*	-3%	i	-1%	1%	i	12%	3e-08M*	-0.8%
35	COc1ccc(N2C(=O)C3CCCN3C2c2ccccc2)cc1Cl (stereo unspecified)	i	-1.9%	i	-1%	i	-1%	8%	i	-3%	i	0.8%
36	COc1cccc(NC(=O)NC2CCN(Cc3nnnn3Cc3ccc(F)cc3)CC2)c1	i	-1.2%	i	-1%	i	2%	36%[activator]	i	-4%	i	1.0%
37	Cc1noc(C)c1COC(=O)c1ccc(S(=O)(=O)NCc2ccco2)cc1	i	-2.1%	i	2%	i	-2%	16%	i	?	i	-0.1%
38	Cc1cc(=O)[nH]c(Nc2cccc(C(F)(F)F)c2)n1	i	-2.2%	i	0%	i	0%	6%	i	-1%	i	2.4%
39	Cc1ccc(-c2nnc(SCC(=O)Nc3ccccc3F)o2)cc1	/	-0.2%	/	2%	/	-3%	/	/	6%	/	-0.4%
40	Cc1cc(C(=O)c2cccs2)c(N)s1	i	9.9%	i	-5%	i	-4%	/	?	-4%	i	-0.6%
41	Clc1ccc2c(N3CCCC3)ccnc2c1	i	1.3%	7.6e-08M*	?	i	-16%	4%	i	6%	7.4e-08M*	-2.8%

Ordered by the number under Caspase-1 inhib (highest first): 3 from the list above
no.	molecule	TexasRed autofl	BRCT inh green	A350 autofl	Caspase-1 inhib	Rhodamine autofl	Casp7 inh	USP2a inhib	4-MU autofl	BRCT PPI red
39	Cc1ccc(-c2nnc(SCC(=O)Nc3ccccc3F)o2)cc1	/	-0.2%	/	2%	/	-3%	/	/	-0.4%
36	COc1cccc(NC(=O)NC2CCN(Cc3nnnn3Cc3ccc(F)cc3)CC2)c1	i	-1.2%	i	-1%	i	2%	36%[activator]	i	1.0%
29	O=S(=O)(c1ccccc1)c1cccc(S(=O)(=O)N2CCCCC2)c1	i	-0.7%	i	-2%	i	0%	3%	i	-2.3%

2 compounds drawn at random from those above:
nr	SMILES	TexasRed autofl	BRCT inh green	A350 autofl	Caspase-1 inhib	Rhodamine autofl	Casp7 inh	USP2a inhib	Fluorescein autfl	HEK293 cAMP ctrl	4-MU autofl	BRCT PPI red
27	COc1cccc(OCCCCN2CCCCC2)c1	?	-1.6%	i	3%	i	0%	-2%	?	0%	i	1.9%
34	FC(F)(F)c1cc(-c2ccccc2)nc(N2CCCCCC2)n1	i	-0.7%	2.7e-08M*	-3%	i	-1%	1%	i	12%	3e-08M*	-0.8%

Only 4-MU autofl, BRCT inh green and Caspase-1 inhib, for some of the entries so far:
No.	structure	4-MU autofl	BRCT inh green	Caspase-1 inhib
31	Cc1ccccc1Br	/	-1.0%	0%
32	CCCCC(=O)N(c1ccc(OCC)cc1)C1C=CS(=O)(=O)C1 (stereo unspecified)	i	-1.0%	2%
33	Clc1ccc(-c2nnc(-c3ccccc3)o2)c(Cl)c1	i	-1.7%	0%
34	FC(F)(F)c1cc(-c2ccccc2)nc(N2CCCCCC2)n1	3e-08M*	-0.7%	-3%

High-throughput results from PubChem BioAssay.

The list is partial, so the mix of outcomes need not match the whole.
